# GBA enhancer = increases beta-glucosidase activity in Gaucher fibroblasts. L444P Gaucher fibroblasts, 4-MU-glucoside fluorescence, 3 days. actives 0.44% (n = 30,000). activation, % at 10 µM. AID 784. P04062; in the data active means activation above about 65%;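 further: 0% = vehicle wells and 100% = positive control wells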
# Target sequence (P04062 whole entry L483P): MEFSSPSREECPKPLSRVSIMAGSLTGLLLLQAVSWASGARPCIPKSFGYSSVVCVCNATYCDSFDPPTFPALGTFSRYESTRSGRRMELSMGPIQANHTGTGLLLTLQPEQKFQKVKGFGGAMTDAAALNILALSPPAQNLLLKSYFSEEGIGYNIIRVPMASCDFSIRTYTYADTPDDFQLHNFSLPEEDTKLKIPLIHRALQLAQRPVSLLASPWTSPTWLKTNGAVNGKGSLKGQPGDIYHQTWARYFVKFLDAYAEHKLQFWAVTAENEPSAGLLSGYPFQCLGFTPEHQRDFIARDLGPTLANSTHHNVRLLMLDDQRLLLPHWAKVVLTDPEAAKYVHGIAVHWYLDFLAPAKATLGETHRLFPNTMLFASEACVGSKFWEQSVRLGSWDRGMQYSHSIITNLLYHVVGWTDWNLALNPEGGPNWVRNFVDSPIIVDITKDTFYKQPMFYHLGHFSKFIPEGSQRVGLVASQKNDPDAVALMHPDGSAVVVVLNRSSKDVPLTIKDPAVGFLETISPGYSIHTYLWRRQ
# Starred values were filed as active, the others as inactive. The list is partial; count on the stated rates, not on these rows.
SMILES,GBA enhancer
O=C(NCc1ccco1)c1cc(-c2cccnc2)nc2ccccc12,9
COC(=O)CSc1ccc2nnc(-c3ccc(F)cc3)n2n1,11
Cc1c(C(=O)N2CCN(c3ccccn3)CC2)oc2ccccc12,-23
COc1ccc(C(F)(F)F)cc1NC(=O)c1nc2nc(C)cc(C(F)F)n2n1,-16
CCOC(=O)c1ccc(-c2n[nH]c(=O)c3ccccc23)cc1,-13
COc1ccccc1N1C(=O)CC(Nc2ccc(N3CCOCC3)cc2)C1=O (stereo unspecified),-3
N#CCCn1c(SCC(=O)NCC2CCCO2)nc2ccccc21 (stereo unspecified),3
Cc1cc(NC(=O)NC(=O)c2cccc(OC(F)(F)C(F)F)c2)n[nH]1,-16
Cc1ccc(S(=O)(=O)N2CCN(C(=O)CN3CCN(C)CC3)C2)cc1,-12
N#Cc1ccc(CSc2nnc(-c3ccncc3)n2CCc2ccccc2)cc1,2
CCOC(=O)c1cccc(NC(=O)C2CCCO2)c1 (stereo unspecified),-17
Cc1nc2c(C(=O)N3CCN(c4ccccn4)CC3)cnn2c(C)c1Cc1cccc(Cl)c1,-26
COc1ccc(CCn2c(N)cc(=O)[nH]c2=S)cc1OC,16
COC(=O)[C@H](C)NC(=O)Nc1ccc(OC)c(OC)c1,-52
Fc1cccc(CN2CCCCCCC2)c1,8
CCOC(=O)c1sc2nc(N3CCOCC3)c3c(c2c1N)CCN(C)C3,-19
CC(=O)OCC(=O)[C@@]1(OC(C)=O)[C@@H](C)C[C@H]2[C@@H]3C[C@H](F)C4=CC(=O)C=C[C@]4(C)[C@@]3(F)[C@@H](O)C[C@@]21C,-12
COc1cc(C(=O)NCC(=O)OCC(=O)c2ccc[nH]2)cc(OC)c1OC,-22
O=C(CSc1nnc(-c2cccs2)o1)OCc1ccccc1,-8
Cc1sc(NC(=O)CSc2nnc(C)c(=O)[nH]2)c(C#N)c1C,-10
CC1(C)Cc2cccc(OCC(=O)N3CCN(S(=O)(=O)c4ccc(F)cc4)CC3)c2O1,-40
CC1CCc2cc(F)ccc2N1C(=O)CSc1nnc(-c2cccs2)n1C (stereo unspecified),3
Nc1nnc(SCCOc2ccc(Br)cc2)s1,-12
COc1ccccc1NC(=O)N(Cc1ccco1)Cc1cc2cccc(C)c2[nH]c1=O,-33
O=C(CCCC(=O)N1CCCc2ccccc21)N1CCCc2ccccc21,-11
# The list goes on.
SMILES,GBA enhancer
O=C(Nc1ccc(NC(=O)c2ccco2)nc1)c1cccnc1,-28
CCOC(=O)c1cc2c(=O)n3ccccc3nc2n(CC(C)C)c1=NC(=O)c1ccco1,-13
O=C(CCCCCN1C(=O)CCC1=O)Nc1ccc2c(c1)OCO2,-19
COc1ccc(N2CCN(c3oc(-c4ccco4)nc3C#N)CC2)cc1,-22
O=C(CN1CCCCC1)Nc1cccc(Br)c1,-9
COc1ccc(OCCn2c(=N)n(CCO)c3ccccc32)cc1,-33
c1ccc(-c2nc(Sc3ncnc4c3cnn4-c3ccccc3)n[nH]2)cc1,-36
NS(=O)(=O)c1ccc(NC(=O)CN2CCCCC2)cc1,-34
COC(=O)[C@H](C)NC(=O)Nc1cc(OC)ccc1OC,-26
CC1(c2ccc3noc(-c4ccc(Cl)cc4)c3c2)OCCO1,-6
O=C(c1c(Cl)cccc1Cl)N1CCN(c2ccccn2)CC1,-7
O=C1CCCN1c1cc(Cl)ccc1Cl,-14
CCc1ccc(C(=O)Nc2ccc(S(=O)(=O)Nc3nc(C)cc(C)n3)cc2)o1,-50
CCOc1cc2c(cc1OCC)C(C(=O)O)C(c1cc(Br)c(O)c(OC)c1)N(C)C2=O (stereo unspecified),-59
N=c1sccn1CC(=O)Nc1ccccc1Cc1ccccc1,2
CCC(C(=O)NC1CCCC1)N(C(=O)Cn1nnc(-c2ccc(C)o2)n1)c1cnc2ccccc2c1 (stereo unspecified),-25
COC(=O)c1ccc(NS(=O)(=O)N(C)C)cc1,-15
Clc1ccc2nc(SCc3nnc(-c4ccccc4)o3)[nH]c2c1,11
CCCOC(=O)C1=C(C)NC2=C(C(=O)CCC2)C1c1cc(OC)ccc1OC (stereo unspecified),20
O=C(COC(=O)C1CCC1)NCc1ccccc1Cl,-12
Brc1cccc(-c2nnc3n2CCC3)c1,-10
O=c1c2c(nc3c(-c4ccc(Cl)cc4)c[nH]n13)CCCC2,-10
Cc1occc1-c1nnc(SCC(=O)N2CCOCC2)n1CCc1ccccc1,-15
CCOC(=O)c1ccc(NC(=O)c2ccc(NS(C)(=O)=O)cc2)cc1,1
CC1CCCCC1NC(=O)CSc1nnc(-c2ccccc2)n1N (stereo unspecified),14
# Additional entries.
SMILES,GBA enhancer
Cc1ccc(OCC(=O)Nc2cccc(-c3nnc(-c4ccccc4)o3)c2)cc1,9
Cc1noc(C)c1COC(=O)C1COc2ccccc2O1 (stereo unspecified),-15
O=C1C2C3c4ccccc4C(c4ccccc43)C2C(=O)N1CN1CCOCC1 (stereo unspecified),-8
Cc1ccc(CCNC(=O)CN2C(=O)COc3ccccc32)cc1,-4
CC(=O)NS(=O)(=O)c1ccc(NC(=O)CCC2CCCC2)cc1,-35
CCCCNC(=O)Cn1cnc2sc(C(=O)OCC)c(C)c2c1=O,-7
CCc1noc(C)c1C(=O)NCCc1ccc(OC)c(OC)c1,-7
CCOC(=O)c1c(C)c(C(=O)NCCc2ccc(S(N)(=O)=O)cc2)c(C)n1CC,4
CCS(=O)(=O)N1CCC(C(=O)NCc2cccs2)CC1,6
CCN(CC)CCNC(=O)CCCCn1c(=S)[nH]c2c([nH]c3ccc(OC)cc32)c1=O,-1
Cc1ccc(Cn2ccc(NC(=O)c3cc(-c4ccc5c(c4)OCO5)on3)n2)cc1,6
Cc1c(NS(=O)(=O)N2CCCC2)c(=O)n(-c2ccccc2)n1C,-9
Cc1cc(OCC(=O)N2CCOCC2)cc2oc(=O)c3ccccc3c12,-5
Cc1nc(NC(=O)c2ccco2)sc1C(=O)Nc1ccc(Br)cc1,8
Cc1ccc2nsnc2c1S(=O)(=O)N(Cc1cc2cccc(C)c2[nH]c1=O)CC1CCCO1 (stereo unspecified),-5
Cc1ccc(C)c(C(=O)c2c(C)nc3sccn23)c1,-9
O=C(Cc1ccc(F)cc1)N(c1ccc(F)cc1)C1C=CS(=O)(=O)C1 (stereo unspecified),-15
Cc1ccc2nc(SCC(=O)NCC3CCCO3)c(C#N)cc2c1 (stereo unspecified),1
COc1ccc(Cl)cc1NC(=O)CSc1nncn1-c1cccnc1,-7
CN(C)S(=O)(=O)c1cc(C(=O)NCCCn2ccc3ccccc32)ccc1Cl,-15
CCC(C)n1[nH]c(=O)cc1N (stereo unspecified),5
O=C(C1CSC2(c3ccc(F)cc3)CCC(=O)N12)N1CCCCCC1 (stereo unspecified),-9
CCN(C(=O)CSc1ncn[nH]1)c1cccc2ccccc12,5
N#CC1=C(SCc2ccccc2)NC(=O)C(C#N)C12CCCC2 (stereo unspecified),0
COc1cccc(N2CCN(C(=O)C3C4C=CC5(CN(Cc6ccccc6Cl)C(=O)C35)O4)CC2)c1 (stereo unspecified),-14
# Later entries:
SMILES,GBA enhancer
CN(C)c1ccc(NC(=O)c2ccncc2)c2ccccc12,-19
Cc1cccnc1NC(=O)Nc1cccc(C(F)(F)F)c1,-1
CN(c1ccc(C(=O)N2CCCCC2)cc1)S(=O)(=O)c1ccccc1,-5
CCn1cc(C(=O)NC2CCC(C)CC2)c(=O)c2cc(S(=O)(=O)N3CCCCC3)ccc21 (stereo unspecified),8
COc1ccc(NS(=O)(=O)c2ccc3c(c2)Cc2ccccc2-3)cn1,-6
Cc1ccc2c(c1)nnn2C1CCN(CC(=O)Nc2ccccc2N2CCOCC2)CC1,-51
O=C(CSc1nnc(CNC(=O)c2cccs2)o1)NCCc1ccccc1,-3
CCC1(CC)C(=O)N(C)C(=O)NC1=NCc1ccccc1,-32
COc1cccc(NC(=O)COc2ccc(N3CC(C(=O)NCC(C)C)CC3=O)cc2)c1 (stereo unspecified),-2
CCc1nnc(NC2=NCCC2)s1,-4
Cc1cccc(NC(=O)CN2CCCN(S(=O)(=O)c3ccc(Br)s3)CC2)c1,-52
Fc1ccc(C2=Nn3c(Cc4ccccc4)nnc3SC2)cc1,-10
COC(=O)CC1C(=O)NC2CCCCC2N1C(=O)c1ccccc1 (stereo unspecified),1
Nc1cccc(-c2nc3ccc(N)cc3s2)c1,11
O=C(CN1CCOCC1)Nc1cccc(C(=O)Nc2cccc(C(F)(F)F)c2)c1,-1
COc1cc(C2c3c(oc4ccccc4c3=O)C(=O)N2CCN2CCOCC2)cc(OC)c1OC (stereo unspecified),-11
Cc1ccnc(NS(=O)(=O)c2ccc(NC(=O)C3CCCCC3)cc2)n1,37
Cc1cccc(S(=O)(=O)C(C#N)c2nc3ccccc3nc2N2CCOCC2)c1 (stereo unspecified),-2
CN1CCN(CCCN2c3ccccc3Sc3ccc(C(F)(F)F)cc32)CC1,-72
COc1ccc(CCNC(=O)C2CCN(S(=O)(=O)c3cccc4nsnc34)CC2)cc1OC,-35
CC1(C)N=C(C(=O)c2ccccc2)N(O)C1(C)O (stereo unspecified),-18
CC(C)c1ccc(NC(=O)CSc2nnc(-c3ccccn3)n2C)cc1,-11
COc1cc(NC(=O)c2cnn3c(C)cc(C)nc23)c(OC)cc1Cl,4
COc1ccccc1S(=O)(=O)Cc1ccc(C(=O)NCCN2CCCC2)o1,-25
O=C(c1cn(CC(=O)N2CCCC2)c2ccccc12)C1CCCCC1,38
# Next compounds:
SMILES,GBA enhancer
O=C(CCCCCN1C(=O)CCC1=O)Nc1ncn[nH]1,5
Cc1cccn2c(=O)c(C=Nc3ccccc3)c(NCCO)nc12,-23
CCCn1c(SCC(=O)NCCc2ccc(Cl)cc2Cl)n[nH]c1=O,-2
C=CCn1c(SC(CCO)C(=O)NCc2ccco2)nc2sc3c(c2c1=O)CCC3 (stereo unspecified),-20
Cc1ccc(OCn2c(=O)sc3ccccc32)cc1,5
Cc1cc2c(cc1C)NC1(C(=O)Nc3ccccc31)C1=C(CC(C)(C)CC1=O)N2 (stereo unspecified),2
COc1cccc(NC(=O)N2CCC(C(=O)Nc3ccc(C)cc3C)CC2)c1,-22
COC(=O)CN(c1ccc2c(c1)OCCO2)S(=O)(=O)c1ccccc1,-26
CCOCCn1c(CN2CCN(C)CC2)nc2c1c(=O)n(C)c(=O)n2C,5
COC(=O)C1CCN(C(=O)C2CCCCC2)CC1,-6
CCOc1ccc(-n2cc(C(=O)N3CCN(C)CC3)c3cc(OC)c(OC)cc3c2=O)cc1,-6
COc1ccc(NS(=O)(=O)c2c(C)[nH]c(=O)[nH]c2=O)c(OC)c1,-50
N#Cc1c(N)nc(SCC(=O)NC2CCCCC2)c(C#N)c1-c1ccc(Cl)cc1,-63
O=C(NCCN1C(=O)CCC1=O)c1ccncc1,-50
Cc1ccc(CCN2CC(C(=O)NCCN3CCOCC3)CC2=O)cc1 (stereo unspecified),10
COc1ccc(CN(CCN(C)C)Cc2ccccc2)c(OC)c1,-12
Cc1cc(NC(=O)c2ccc3nc(C)sc3c2)no1,21
Clc1ccccc1-c1nnc2sc(CCc3ccccc3)nn12,-3
OC1(c2cccc(C(F)(F)F)c2)CCNCC1,-1
COc1ccc(Cc2nnc(SCC(=O)NC3CCCCC3)n2C)cc1,-6
O=C(O)c1cccn1Cc1ccccc1F,41
Cc1ccnc(SCC(=O)Nc2oc(-c3ccccc3)c(-c3ccccc3)c2C#N)n1,-8
O=C(NCCc1ccc(Cl)cc1)C1CCN(S(=O)(=O)N2CCCCC2)CC1,-12
CCCSc1nc(N)cc(=O)[nH]1,-16
Cc1ccc(C(C(=O)NCc2ccco2)N(Cc2ccco2)C(=O)CNC(=O)c2ccco2)cc1 (stereo unspecified),-23
# Later entries:
SMILES,GBA enhancer
CCNc1nc(Oc2ccc(C(=O)OC)cc2)nc(SC)n1,-52
O=C(Nc1sc2c(c1C(=O)NCc1cccnc1)CCCC2)c1ccco1,3
CCOc1ccc(CNC(=O)C2CCN(S(=O)(=O)N3CCCC3)CC2)cc1OC,-11
Cc1cc(C)n(-c2nc3ccccc3c(=O)n2OCC(=O)N(C)C)n1,22
Cc1nnc(NC(=O)C2CCCN(S(=O)(=O)c3ccccc3C(F)(F)F)C2)s1 (stereo unspecified),-16
COCCNC(=O)C(c1ccccc1)N(Cc1cccs1)C(=O)Cn1nnc2ccccc21 (stereo unspecified),2
CCS(=O)c1ccccc1C(=O)O (stereo unspecified),0
COc1cccc(C(=O)Nc2ccc(S(=O)(=O)NCc3ccco3)cc2)c1,-41
CCOC(=O)c1c(CN2CCOCC2)oc2ccc(OC)cc12,-18
COC(=O)C1CCN(S(=O)(=O)c2c(C)n(C)c(=O)n(C)c2=O)CC1,4
COc1ccc(NC(=O)CCCN2C(=O)C3C4C=CC(C4)C3C2=O)c(OC)c1 (stereo unspecified),-2

# Assay outcomes as filed in PubChem.
